# Source: PubChem BioAssay
# Vif-A3F inh: inhibitors of Vif-A3F interaction; HeLa A3F-eYFP + Vif (tagged APOBEC3F with the HIV-1 protein that degrades it), YFP fluorescence increase; Potency, µM (doses to about 46.1 µM), without a hit: at the top dose activity, negative = active; 390,000 compounds, 0.2% hits; further: potency means the concentration at half of the fitted maximal effect; % of control where 0% means no effect; nearly all actives have a fitted effect of over 65% in size
#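 HeLa cells stably expressing Vif plus C-terminally eYFP-tagged A3F were seeded, incubated overnight at 37 deg C, dosed with compound, incubated overnight again at 37 deg C. Yellow fluorescence (Ex 488/Em 500-530) reported blocked Vif-mediated A3F-eYFP degradation.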
# TrxR1 substrate: rat thioredoxin reductase 1 substrate activity; purified TrxR1 substrate turnover, NADPH consumption readout; Potency, µM (doses to about 114 µM), without a hit: at the top dose activity change, negative = substrate turnover; 390,000 compounds, 0.01% hits; AID 588456; further: potency means the concentration at half of the fitted maximal effect; on the % scale 0 is the no-effect control and ±100 the full control effect; nearly all actives have a fitted effect of over 50% in size
# Target sequence (O89049 whole entry, looked up): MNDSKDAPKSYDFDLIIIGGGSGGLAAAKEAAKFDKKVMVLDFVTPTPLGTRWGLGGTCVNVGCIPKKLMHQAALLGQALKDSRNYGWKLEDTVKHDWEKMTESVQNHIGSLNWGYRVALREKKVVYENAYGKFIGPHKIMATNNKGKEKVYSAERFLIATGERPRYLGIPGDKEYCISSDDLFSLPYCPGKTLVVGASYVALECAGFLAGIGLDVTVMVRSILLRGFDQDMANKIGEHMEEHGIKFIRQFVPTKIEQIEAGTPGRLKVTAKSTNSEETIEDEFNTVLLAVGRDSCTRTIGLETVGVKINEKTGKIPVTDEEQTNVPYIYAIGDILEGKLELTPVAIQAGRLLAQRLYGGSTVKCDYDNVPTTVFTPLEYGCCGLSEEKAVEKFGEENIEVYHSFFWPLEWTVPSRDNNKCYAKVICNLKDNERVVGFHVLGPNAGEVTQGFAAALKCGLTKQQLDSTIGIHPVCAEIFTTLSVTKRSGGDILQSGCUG
#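 Rat TrxR1, dispensed at 90 nM, was prereduced with 400 uM NADPH (final) for 5 min at ~22 deg C, then incubated with compound 15 min before 400 uM selenite. A first-read NADPH fluorescence drop versus no-compound background flagged substrates.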
# GRP78 ERSR act: ER stress response induction in glioma; U87-MG GRP78 promoter luciferase reporter, 16 h; Potency, µM, without a hit: at the top dose activation, most hits filed as activators; 420,000 compounds, 0.02% hits; AID 602332; further: potency means the concentration at half of the fitted maximal effect; series mostly up to about 76 µM; % of control where 0% means no effect; nearly all actives have a fitted effect of over 35% in size
#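 ERSR induction read as luciferase luminescence (Bright-Glo, 10 min at room temperature) in stably transfected human U87-MG glioma cells exposed to compounds for 16 h, using GRP78 as sensor.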
# Vif-APOBEC3G blk: inhibitors of Vif-APOBEC3G interaction; Q9HC16; HeLa A3G-eYFP + Vif (tagged APOBEC3G with the HIV-1 protein that degrades it), YFP fluorescence, overnight; Potency, µM (series often up to 46.1 µM), for the others: top-dose activity, negative = active, usual class: inhibitors; 410,000 compounds, 0.076% hits;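 further: potency means the concentration at half of the fitted maximal effect; on the % scale 0 is the no-effect control and ±100 the full control effect; nearly all actives have a fitted effect of over 60% in size; hits raise eYFP signal because A3G escapes Vif-driven loss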
# Target sequence (Q9HC16 whole entry, looked up): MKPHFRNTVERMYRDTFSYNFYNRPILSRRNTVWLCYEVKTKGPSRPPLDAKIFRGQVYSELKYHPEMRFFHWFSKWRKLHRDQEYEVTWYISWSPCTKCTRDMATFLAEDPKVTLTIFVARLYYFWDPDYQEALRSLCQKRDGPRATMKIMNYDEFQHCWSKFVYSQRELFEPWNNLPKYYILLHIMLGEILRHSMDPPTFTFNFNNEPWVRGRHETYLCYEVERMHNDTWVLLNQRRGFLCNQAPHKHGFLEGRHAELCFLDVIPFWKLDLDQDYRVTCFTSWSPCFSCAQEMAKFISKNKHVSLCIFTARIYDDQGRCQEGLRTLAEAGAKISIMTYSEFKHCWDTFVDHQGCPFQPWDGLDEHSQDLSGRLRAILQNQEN
#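 HeLa cells stably expressing Vif and C-terminally eYFP-tagged A3G, seeded overnight at 37 deg C, then exposed to compound by pintool overnight at 37 deg C. Rise in yellow fluorescence (Ex 488/Em 500-530, Acumen) marks blocked Vif-driven A3G degradation.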
# LDHA inh: LDHA (human) enzyme inhibition | 480,000 compounds, 0.15% hits | activity change, % (values are at about 110 or 230 µM) | purified LDHA, NADH/diaphorase-resazurin fluorescence; active compounds read low | P00338; in the data active means activity change below about -30%; inconclusive means mostly about -25% to -30%;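 further: plate controls were DMSO wells for no effect and wells without enzyme for full effect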
#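 Human LDH5 at 2 nM final in Tris HCl pH 7.4 with 0.06 mM NADH and 0.2 mM pyruvate, reacted 5 minutes at room temperature. Remaining NADH coupled via diaphorase/resazurin; resorufin fluorescence read at 0 and 20 minutes, normalized to enzyme-free and DMSO wells.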
# IDH1 R132H inh: human IDH1 R132H inhibition; O75874; IDH1-R132H enzyme, NADPH consumption, diaphorase/resazurin fluorescence; Potency, µM (doses to about 76.6 µM), for inactives: at the top dose activity change, negative = inhibition, actives largely listed as inhibitors; 390,000 compounds, 0.093% hits; AID 602179; further: potency means the concentration at half of the fitted maximal effect; on the % scale 0 is the no-effect control and ±100 the full control effect; nearly all actives have a fitted effect of over 65% in size
#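 IDH1-R132H (0.5 ug/mL dispensed) in pH 7.5 Tris buffer was preincubated 30 min with compound, then given a substrate mix of 0.016 mM NADPH and 2 mM alpha-KG for 80 min at room temperature; remaining NADPH was read by diaphorase/resazurin fluorescence.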
# RXFP1 agonist: activates the human relaxin receptor RXFP1 | Q9HBX9 | AID 2676 | Potency, µM (series often up to 57.5 µM), inactives show at the highest dose activation, hits mostly activators | HEK293T-RXFP1 cAMP TR-FRET, 30 min; response scale: percent of porcine relaxin response, buffer zero | 370,000 compounds, 0.3% hits; further: potency means the concentration at half of the fitted maximal effect; on the % scale 0 is the no-effect control and ±100 the full control effect; nearly all actives have a fitted effect of over 60% in size; many of its hits are not listed in these tables
#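 HEK293 cells stably expressing RXFP1, treated 30 min at 37C with compounds plus PDE4 inhibitor Ro 20174; cAMP measured by HTRF TR-FRET. Normalized to buffer and 29 nM porcine relaxin; EC50 by Hill fit.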
# USP1-UAF1 inh: blocks the human USP1/UAF1 deubiquitinase complex | 390,000 compounds, 0.23% hits | O94782 | Potency, µM (highest dose often 57.1 µM), without a hit: at the highest dose activity change, negative = inhibition, actives largely listed as inhibitors | recombinant USP1/UAF1, Ub-Rhodamine cleavage fluorescence | AID 743255; further: potency means the concentration at half of the fitted maximal effect; on the % scale 0 is the no-effect control and ±100 the full control effect; nearly all actives have a fitted effect of over 60% in size; inactives centre near -12
#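 USP1/UAF1 complex (1 nM) preincubated 15 min at room temperature with compound, then Ub-Rho substrate (150 nM final) added. Kinetic fluorescence at 480/540 nm over 6 reads at 60 s intervals; 50 mM HEPES pH 7.8, 0.5 mM EDTA, 0.1 mg/ml BSA, 1 mM TCEP, 0.01% Tween-20.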
# PI4K2A inh: PI4K2A (human) kinase inhibition | Q9BTU6 | purified PI4K2A, ADP-Glo luminescence, 1 h; active compounds read low | activity change, negative = inhibition, % at 76.9 µM | 420,000 compounds, 0.13% hits; in the data active means activity change below about -50%; inconclusive means mostly about -30% to -49%;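 further: -100% = wells without enzyme as full effect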
#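 Compounds are screened against recombinant PI4K2A using PI as substrate and ATP, the latter dispensed at 300 microM. Reactions run one hour at ambient temperature before ADP-Glo detection; full inhibition defined by wells lacking enzyme.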
# * hit, by the source's call; ? = inconclusive; . = no result given; & = joins results of further samples; [ ] = another dose, or the depositor's remark. Unless noted, the call rests on the fitted dose curve; in most records, active means well fitted curve in the direction sought with a large enough effect; inconclusive means small, poorly fitted or top-dose-only effect, or another doubt; inactive means no such curve, though single readings can be large; an effect the other way counts as inactive or inconclusive. The list is partial, so the mix of outcomes need not match the whole.
SMILES,Vif-A3F inh,TrxR1 substrate,GRP78 ERSR act,Vif-APOBEC3G blk,LDHA inh,IDH1 R132H inh,RXFP1 agonist,USP1-UAF1 inh,PI4K2A inh
CCc1nc(CN2CCCC(C(=O)c3ccc4c5c(cccc35)CC4)C2)c(C)[nH]1 (stereo not drawn),1%,19%[57.1 µM],-5%,2%,-12,4%,2.1%,-10%,7
CCOC(=O)Nc1cc2c(cc1C(C)=O)OCO2,-5%,94%[activator],-4%,5%,1,2%,-1.6%,-8%,-7
Cc1[nH]c(=O)nc2c1CCC2,0%,16%,-4%,2%,1,0%,2.9%,-19%,-1
COc1ccccc1NC(=O)C1=C(C)Nc2nc3ccccc3n2C1c1cccc(Br)c1 (stereo not drawn),5%,26%,-4%,-13%,1,-6%,0.5%,?,4
COc1ccccc1CCC(=O)OCC(=O)Nc1ccc(S(N)(=O)=O)cc1,4%,6%[57.1 µM],-4%,0%,-4,6%,1.9%,-9%,2
COc1ccc2cc(C#N)c(Cl)nc2c1,5%,2%[57.1 µM],2%,1%,-5,-3%,0.1%,1%,-4
COc1ccc(CN(CC(=O)NC(C)C)C(=O)CCC(=O)Nc2nccs2)cc1,-2%,-15%[57.1 µM],-4%,1%,-3,6%,1.8%,-15%,4
O=C(O)c1cccc(NC(=S)NC(=O)c2ccc(-c3ccc(Cl)cc3)o2)c1,-8%,-5%,2%,1%,2,11%,17%,-7%,-3
COc1nc(N2CCCC2)nc(-n2nnc(C(C)=O)c2C)n1,-18%,3%[57.1 µM],-2%,3%,-11&-5,3%,?,-9%,-4
c1ccc(-n2nnc3c(N4CCOCC4)ncnc32)cc1,-3%,3%,-10%,-5%,-13,2%,0.6%,-14%,-12
Cc1ccc(NC(=O)CSc2n[nH]c(-c3ccco3)n2)c(C)c1,1%,1%[57.1 µM],-1%,0%,9,5%,0.5%,-16%,1
O=C(O)Cc1ccc(C(=O)c2ccc(F)cc2)s1,6%,-7%,-3%,1%,0,6%,0.4%,-17%,-7
CCOC(=O)N1CCN(C(=O)COc2ccc(Br)cc2)CC1,-1%,9%[57.1 µM],-1%,0%,-9,4%,0.5%,-4%,-2
CC(NC(=O)/C=C/c1ccco1)c1nc2ccccc2n1Cc1cccc(Cl)c1 (stereo not drawn),-22%,-3%,-4%,?,-3,-5%,-0.1%,1%,-1
Cc1cccc(NC(=O)CCN2C(=O)C3C4C=CC(C4)C3C2=O)c1 (stereo not drawn),-1%,9%,-5%,0%,-12,8%,-0.6%,3%,1
C=CCn1c(C(CC)CC(C)(C)O)n[nH]c1=S (stereo not drawn),-9%,-9%,-4%,-6%,-2,5%,-0.9%,-20%,-2
CN(C(=O)c1coc(=O)c2ccccc12)c1ccccc1Cl,6%,2%,-4%,4%,-3,-15%,-0.1%,-20%,5
O=C(O)C1CC=CCC1C(=O)NNS(=O)(=O)c1ccccc1 (stereo not drawn),?,3%[57.1 µM],-5%,0%,-1,9%,-0.1%,5%,-1
COc1ccccc1COC(=O)c1ccc(S(=O)(=O)N2CCOCC2)cc1,1%,-3%,-2%,-1%,-2,2%,2.8%,-25%,1
COc1ccc(NC(=O)c2sc3ncn(CC(=O)N4CCN(c5ccccn5)CC4)c(=O)c3c2C)c(OC)c1,-25%,11%,4%,-2%,-1,9%,19%,-22%,7

# Of the compounds above, these contain an aryl methoxy group.
SMILES,Vif-A3F inh,TrxR1 substrate,GRP78 ERSR act,Vif-APOBEC3G blk,LDHA inh,IDH1 R132H inh,RXFP1 agonist,USP1-UAF1 inh,PI4K2A inh
COc1ccccc1NC(=O)C1=C(C)Nc2nc3ccccc3n2C1c1cccc(Br)c1 (stereo not drawn),5%,26%,-4%,-13%,1,-6%,0.5%,?,4
COc1ccccc1CCC(=O)OCC(=O)Nc1ccc(S(N)(=O)=O)cc1,4%,6%[57.1 µM],-4%,0%,-4,6%,1.9%,-9%,2
COc1ccc2cc(C#N)c(Cl)nc2c1,5%,2%[57.1 µM],2%,1%,-5,-3%,0.1%,1%,-4
COc1ccc(CN(CC(=O)NC(C)C)C(=O)CCC(=O)Nc2nccs2)cc1,-2%,-15%[57.1 µM],-4%,1%,-3,6%,1.8%,-15%,4
COc1nc(N2CCCC2)nc(-n2nnc(C(C)=O)c2C)n1,-18%,3%[57.1 µM],-2%,3%,-11&-5,3%,?,-9%,-4
COc1ccccc1COC(=O)c1ccc(S(=O)(=O)N2CCOCC2)cc1,1%,-3%,-2%,-1%,-2,2%,2.8%,-25%,1
COc1ccc(NC(=O)c2sc3ncn(CC(=O)N4CCN(c5ccccn5)CC4)c(=O)c3c2C)c(OC)c1,-25%,11%,4%,-2%,-1,9%,19%,-22%,7

# (continued)
SMILES,Vif-A3F inh,TrxR1 substrate,GRP78 ERSR act,Vif-APOBEC3G blk,LDHA inh,IDH1 R132H inh,RXFP1 agonist,USP1-UAF1 inh,PI4K2A inh
CCOc1ccc(-c2nc(Cn3c(=O)cc(-c4ccccc4)c4c(C)nn(C)c43)c(C)o2)cc1OC,-1%,3%[57.1 µM],3%,-6%,3,-4%,0.4%,-15%,-5
CN(C(=O)CSc1cc(C(=O)c2nccn2C)c2ccccc2n1)c1ccccc1,16%,-4%,9%,-2%,0,7%,-0.4%,-22%,-8
O=C(Nc1ccccc1)Nc1ccc(F)cc1F,-5%,0%,9%,3%,-10,6%,-1.4%,-6%,-6
CC1(Oc2cccc(C#N)c2)CCN(Cc2ccccc2OC(F)F)C1 (stereo not drawn),.,.,-3%,-2%,6,.,.,.,-5
COc1ccccc1CNC(=O)c1cc(C(=O)CC(C)C)c[nH]1,-3%,8%,-3%,0%,-5,4%,1.2%,-22%,-1
C/C(=N\NC(=S)NCc1ccccc1)c1ccco1,?,-12%,2%,1%,-3,4%,0.6%,-20%,3
CCC/C=N/NC(=O)CNC(=O)c1ccccc1Cl,-8%,7%,2%,-1%,0,0%,-0.3%,-23%,2
O=C(c1cnc(N2CCN(c3ccccn3)CC2)c2ccccc12)N1CCN(c2cccc(Cl)c2)CC1,-11%,63%[activator][57.1 µM],1%,2%,0,1%,-1.6%,-20%,7
CC(=O)NS(=O)(=O)c1ccc(NC(=O)c2ccccn2)cc1,0%,0%,-2%,7%,-1,8%,1.1%,-20%,-3
C/C(Cn1cnc([N+](=O)[O-])n1)=N\NC(=O)c1ccccc1F,1%,-1%,-2%,-1%,5,3%,.,-6%,1
CCc1ccc(C(=O)N2CCN(c3ccc(F)cc3)CC2)s1,-6%,0%,-1%,3%,-3,3%,-0.3%,-10%,-3
O=C(CN1CCCCCC1)NCC1CCCO1 (stereo not drawn),-15%,-1%,-3%,1%,-24,-4%,1.0%,-8%,12
Cc1ccc(-c2nnc(Nc3ccc(C(N)=O)cc3)c3ccccc23)cc1S(N)(=O)=O,-4%,-11%[57.1 µM],-6%,0%,-10,-24%,-1.7%,0%,-3
COc1cc2c(cc1OC)C(c1ccc([N+](=O)[O-])cc1)NC(=O)C2 (stereo not drawn),-10%,3%,0%,1%,4,11%,0.8%,-11%,-3
CC1(C)Cc2c(sc3c2c(N)nc(=S)n3Cc2ccc(Br)cc2)CO1,8%,5%[57.1 µM],-12%,-2%,-6,5%,?,-2%,12
Cc1cc(C)n(CCNS(=O)(=O)c2ccc(Cl)cc2)n1,-5%,1%,1%,3%,-11,-2%,0.5%,-12%,-4
O=C(NCc1cccs1)C1CCC(=O)N1C1CCCCC1 (stereo not drawn),-7%,4%[57.1 µM],-1%,-3%,-4,-2%,-0.1%,1%,1
COC(=O)C1CCN(S(=O)(=O)CCNC(=O)c2ccccc2)CC1,-2%,.,-5%,0%,-8,-6%,.,-11%,-1
CN(C)c1ccc(/C=N/O)cc1,1%,-4%[57.1 µM],2%,1%,-1,0%,-1.8%,?,4
O=C(CNC(=O)c1cccs1)Nc1ncccc1O,-1%,2%[57.1 µM],-4%,-1%,1,9%,0.1%,-8%,4
Cc1ccccc1N(CC(=O)N1CCOCC1)S(C)(=O)=O,6%,-3%[57.1 µM],0%,0%,-5,4%,0.2%,-9%,5
CC(C)n1c(=S)[nH]c2ccccc21,-6%,-6%,-4%,1%,4,7%,0.9%,-8%,8
O=C(NCc1ccco1)c1ccc2c(=O)n(-c3ccccc3)c(=S)[nH]c2c1,3%,5%,-6%,0%,-4,2%,?,-11%,2
Cc1cccc(CS(=O)(=O)c2nnc([C@H](Cc3ccccc3)NC(=O)OC(C)(C)C)o2)c1,-4%,-1%,-15%,-23%,1,-1%,1.0%,-4%,61
O=C1C=C(NCc2ccccc2)C2(CCCCC2)O1,-3%,-1%,-5%,-1%,4,10%,2.5%,-18%,1
CC(C)c1ccc(/C=N/NC(=O)c2ccccn2)cc1,7%,-10%,-13%,0%,-5,-7%,-1.5%,-10%,-16
CCCCn1cnc2sc(-c3ccccc3)cc2c1=O,-2%,-1%,0%,0%,-10,6%,4.5%,-20%,3
Cc1cccc(Nc2nc(NCc3ccco3)nc(N3CCOCC3)n2)c1,1%,-3%[57.1 µM],-5%,0%,-9,-6%,2.2%,-14%,15
